Source: PubChem BioAssay
Mcl1-Noxa inh – Mcl-1/Noxa interaction inhibition | Q07820 | TR-FRET Mcl-1/Noxa peptide binding, 2 h | inhibition, % at 21.7 µM | hit rate 1.5% among 220,000 | AID 1022;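 active = compounds that cut the protein-peptide binding signal by more than 50% relative to plate controls in a single-dose test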;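 also: His-tagged Mcl-1 with rhodamine Noxa BH3 peptide and terbium anti-His antibody; 0% = Mcl-1 plus Noxa peptide wells and 100% = peptide-only wells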
ABCG2 inh – blocks JC-1 efflux by human ABCG2 transporter. IgMXP3 cells, flow cytometry. Q9UNQ0. AID 1325. inhibition, % at 6.6 µM. hit rate 0.1% among 190,000;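 active = inhibition above 80%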;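 also: 0% = DMSO and 100% = nicardipine control wells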
Target sequence (Q9UNQ0 whole entry, looked up): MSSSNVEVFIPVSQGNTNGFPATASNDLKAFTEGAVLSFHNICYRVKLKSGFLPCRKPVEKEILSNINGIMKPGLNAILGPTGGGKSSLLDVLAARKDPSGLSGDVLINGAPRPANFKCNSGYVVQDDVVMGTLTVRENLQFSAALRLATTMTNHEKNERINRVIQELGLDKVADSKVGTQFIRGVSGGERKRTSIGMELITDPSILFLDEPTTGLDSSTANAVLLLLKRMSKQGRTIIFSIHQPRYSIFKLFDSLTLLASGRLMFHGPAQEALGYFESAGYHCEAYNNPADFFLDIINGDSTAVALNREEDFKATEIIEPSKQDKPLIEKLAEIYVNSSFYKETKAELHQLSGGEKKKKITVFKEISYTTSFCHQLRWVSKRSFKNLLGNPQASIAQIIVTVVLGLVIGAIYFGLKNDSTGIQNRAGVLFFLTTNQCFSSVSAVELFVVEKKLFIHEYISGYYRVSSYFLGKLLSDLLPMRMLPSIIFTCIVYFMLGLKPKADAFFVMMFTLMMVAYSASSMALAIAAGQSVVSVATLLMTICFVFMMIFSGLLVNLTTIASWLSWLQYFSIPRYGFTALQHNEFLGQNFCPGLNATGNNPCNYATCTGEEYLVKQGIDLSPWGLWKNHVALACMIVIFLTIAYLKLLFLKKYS
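Measure – % inhibition of efflux relative to nicardipine and DMSO · Test system – ABCG2 IgMXP3 and barcoded ABCB1 CCRF-Adr cell mix · Control set – nicardipine as high control, DMSO as low control · Compound – one concentration, 6.6 µM final · Signal – flow cytometry of retained JC-1 fluorescence · Timing – 10 min exposure at 25 °C with rotation, no wash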
Mcl-1 Bim block – inhibitors of Bim-Mcl-1 interaction, human | Q07820 | Bead-based flow cytometry, Bim peptide-Mcl-1 binding | hit rate 0.1% among 190,000 | inhibition, % at 10 µM; in the data active = inhibition above about 40%;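 also: 0% = no compound tracer wells and 100% = peptide blocker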
Avidin fluor – compound fluoresces at 488/530 nm on avidin beads; fluorescence (KMESF) at 10 µM; compound fluorescence 488/530 nm, flow cytometry; hits give high values; hit rate 0.38% among 220,000; in the data active = fluorescence above about 47; also: inactives centre near 10
RGS8-Gao reg – modulates binding of RGS8 to human Galphao; P09471; multiplexed bead flow cytometry; actives lie on both sides; response (percent of control binding), % at 10 µM; hit rate 0.34% among 220,000; AID 1423; in the data active = response below about 60% or above about 140%; inactive = in between;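 also: Galphao activated as the GDP aluminium fluoride complex binding bead-coupled RGS8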
Target sequence (P09471 whole entry, looked up): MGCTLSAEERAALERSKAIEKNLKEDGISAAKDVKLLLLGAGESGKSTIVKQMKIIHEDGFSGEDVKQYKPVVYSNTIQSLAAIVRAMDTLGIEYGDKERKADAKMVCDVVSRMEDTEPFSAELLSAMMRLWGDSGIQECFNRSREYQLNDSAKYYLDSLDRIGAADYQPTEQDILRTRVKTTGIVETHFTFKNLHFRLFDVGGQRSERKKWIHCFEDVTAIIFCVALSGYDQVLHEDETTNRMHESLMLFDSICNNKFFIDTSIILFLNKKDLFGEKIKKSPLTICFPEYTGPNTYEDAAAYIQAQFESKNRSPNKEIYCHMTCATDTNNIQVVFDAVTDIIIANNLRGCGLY
GSH bead fluor – GSH bead compound fluorescence profile | GSH beads flow cytometry, compound fluorescence 488/530 nm; hits give high values | fluorescence (KMESF) at 10 µM | hit rate 0.25% among 190,000 | AID 1776; in the data active = fluorescence above about 89;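 also: glutathione beads carrying GST-tagged Bcl family fusion proteins plus one bare bead set; values are compound well signal with DMSO vehicle wells as background; inactives centre near 16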
RGS7-Gao reg – regulators of human RGS7-Galphao interaction; P09471; Multiplexed bead flow cytometry, RGS7-Galphao binding; actives lie on both sides; binding response (% of control), % at 10 µM; hit rate 0.35% among 220,000; in the data active = binding response below about 49% or above about 150%; inconclusive = no clear call, values can overlap the other calls; inactive = in between;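 also: fluorescent Galphao held in activated GDP-AlF4 state binding bead-coupled RGS7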
ABCB1 block – blocks JC-1 efflux by human ABCB1 transporter. P08183. CCRF-Adr cells, flow cytometry. inhibition, % at 6.6 µM. hit rate 0.067% among 190,000. AID 1326; in the data active = inhibition above about 40%;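 also: 0% = vehicle and 100% = reference inhibitor; higher value means more JC-1 retained so stronger ABCB1 efflux block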
RGS4-Gao reg – human RGS4-Galphao interaction regulation; P09471; Multiplexed bead flow cytometry, RGS4-Galphao binding; actives lie on both sides; binding response (% of control), % at 10 µM; hit rate 0.33% among 220,000; AID 1415; in the data active = binding response below about 49% or above about 150%; inactive = in between;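 also: fluorescent Galphao activated with aluminum fluoride binding bead-coupled RGS4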
Pf gametocyte – kills late stage P. falciparum gametocytes; P. falciparum stage V gametocytes, ATP luminescence, 24 h; hit rate 0.065% among 150,000; inhibition, % at 10.9 µM;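 active = inhibition above the mean plus 3 SD of compounds within the control limits, set per campaign, cut at about 38% in these data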;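 also: 0% = DMSO wells and 100% = medium only without gametocytes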
Mcl1-Bid inh – disrupts binding of human Mcl-1 to Bid peptide | Q07820 | TR-FRET Mcl-1/Bid-Dy647 peptide binding, 1536-well | inhibition, % at 21.7 µM | hit rate 0.97% among 220,000;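 active = compounds that cut the binding signal by more than half at the single screening dose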;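 also: His-tagged Mcl-1 with europium anti-His antibody binding Bid BH3 peptide; 0% = Mcl-1 plus peptide wells and 100% = peptide-only wells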
An asterisk follows results filed as active; u = inconclusive; x = not tested or not shown.

SMILES	Mcl1-Noxa inh	ABCG2 inh	Mcl-1 Bim block	Avidin fluor	RGS8-Gao reg	GSH bead fluor	RGS7-Gao reg	ABCB1 block	RGS4-Gao reg	Pf gametocyte	Mcl1-Bid inh
Cc1ccc(NC(=O)COC(=O)/C=C/c2ccccc2)cc1S(=O)(=O)N1CCOCC1	20	2	-2	11	101	14	u	0.2	99	-4	-9
O=C1CCCCC1C(=O)c1cn(-c2ccc(Cl)c(Cl)c2)nn1 (stereo not given)	7	6	0	8	102	13	110	-0.1	106	-22	-33
CC(C)(C)c1[nH]nc2c1C(c1ccco1)C(C#N)=C(N)O2 (stereo not given)	6	3	-2	11	102	19	107	-0.1	100	x	-10
CC1(C(=O)CSc2n[nH]c(-c3ccccc3Cl)n2)CCC(=O)O1 (stereo not given)	34	-1	-7	11	104	28	112	-0.1	106	x	-15
Cc1onc(-c2c(Cl)cccc2Cl)c1C(=O)NC(=S)Nc1sc2c(c1C(N)=O)CCC(C)C2 (stereo not given)	16	-5	-3	7	100	17	95	-0.8	101	-16	-21
Cc1ccc2nc(N3CCOCC3)c(C=O)c(=O)n2c1	7	4	-1	11	99	16	99	1.0	101	-17	1
COC(=O)[C@@]1(Cc2ccc(OC)cc2)[C@H]2c3cc(C(=O)N(C)C)n(Cc4ccc(OC(F)(F)F)cc4)c3C[C@H]2CN1C(=O)c1ccccc1	-8	12	1	12	101	19	102	19	102	x	-8
O=C(NCc1cccnc1)C1CCN(S(=O)(=O)c2cccnc2)CC1	3	3	1	8	103	16	105	0.6	103	-37	-17
CC(C)C(c1nnnn1Cc1ccco1)N1CCN(c2nc3ccccc3s2)CC1 (stereo not given)	-4	26	-2	25	96	19	98	4.0	94	x	-6
Cc1c(NC(=O)CSc2nc3c(cnn3-c3ccccc3)c(=O)[nH]2)c(=O)n(-c2ccccc2)n1C	14	2	0	11	99	22	105	2.2	101	x	-2
c1cn(CCCNc2ncnc3nc[nH]c23)cn1	14	-4	-4	5	138	24	116	-2.7	124	x	-5
Cc1cc(N2CCOCC2)nc(SCC(=O)OCc2ccccc2)n1	-7	6	1	4	104	11	93	0.6	102	-25	-11
Cn1c(=O)c2c(nc(CN3CCN(C(=O)c4ccco4)CC3)n2Cc2ccccc2)n(C)c1=O	14	1	-1	28	109	13	105	0.6	103	-5	-8
Cc1ccc(S(=O)(=O)N(CC(=O)Nc2cccc([N+](=O)[O-])c2)Cc2ccc(Cl)cc2)cc1	20	14	-5	12	105	14	101	1.0	100	14	-7
NC(=O)C1CCN(c2cc(Cl)ccc2[N+](=O)[O-])CC1	-9	x	x	8	96	x	u	x	96	0	-14
NC(N)=NS(=O)(=O)c1ccc(NC(=S)NC(=O)c2ccccc2)cc1	13	x	x	8	103	x	u	x	103	8	-72
Cc1ccc(C)c(Cn2cnc3c(cnn3C(C)(C)C)c2=O)c1	-10	1	-1	29	100	24	99	0.6	101	x	-10
CN(C)c1ccc(C(C(=O)NC(C)(C)C)N(C(=O)c2csnn2)C2CC2)cc1 (stereo not given)	16	1	-2	20	105	9	106	0.8	106	-39	-67
Cc1csc(NC(=O)c2ccc(C)c(S(=O)(=O)N3CCOCC3)c2)n1	0	0	-1	9	101	14	103	-0.2	100	x	-16
CN(C(=O)c1c(Cl)cnn1C)C12CC3CC(CC(C3)C1)C2	3	0	22	18	95	12	98	0.5	99	1	1
Cc1cc(SCC(N)=O)nc(SCC(=O)c2ccccc2)n1	-1	9	0	12	100	61	101	1.2	98	8	-5
CC(C)c1ccc(CNc2ccc(N3CCOCC3)cc2)cc1	32	2	-5	10	98	20	98	0.7	98	x	-22
CC(=O)Nc1ccc2nc(CN3CCN(CC(C)C)C(CCO)C3)ccc2c1 (stereo not given)	12	1	26	11	106	10	101	0.3	99	-37	-37
O=C(COC(=O)c1ccc([N+](=O)[O-])o1)NC1CCS(=O)(=O)C1 (stereo not given)	3	2	-5	13	100	11	101	0.2	101	-34	-2
O=C(OCC(=O)c1c[nH]c2ccccc12)c1cc2ccccc2cc1O	26	-7	0	17	103	7	102	-0.8	101	16	-23
Cc1cc(OCC(=O)c2ccc(C(F)(F)F)cc2)n2cnnc2n1	-3	x	x	9	101	x	u	x	100	15	-13
CCOc1ccc(C(C)C)cc1S(=O)(=O)N1CCOCC1	4	3	1	10	101	12	100	0.3	97	x	3
COc1ccc(OCC(=O)Nc2ccncc2)cc1	4	x	x	6	105	x	u	x	107	3	-60
CCOC(=O)CC(NC(=O)c1cccs1)c1ccc(OCC)cc1 (stereo not given)	20	1	-3	17	103	30	101	0.2	102	-28	5
CSCCC(NC(=O)c1cc(CC(C)C)oc1C)C(=O)O (stereo not given)	2	-2	-3	16	100	22	98	-3.0	100	13	-31
O=C(CN1C(=O)c2cccc3cccc(c23)C1=O)N1CCN(c2ccccn2)CC1	-4	5	-3	16	99	5	100	1.1	102	-19	-15
O=C(Nc1ccc(C(F)(F)F)cc1)c1cc(-c2cccnc2)nc2ccc(Br)cc12	35	0	4	11	96	3	97	-0.1	93	x	27
Cc1ccc(C(=O)Nc2cc(C)c(OCC(=O)N3CCOCC3)c(C)c2)cc1	7	0	2	5	104	10	96	0.1	99	18	-4
CCN1CC(CN(C)Cc2nc(-c3ccc(C(F)(F)F)cc3)no2)CC1=O (stereo not given)	-8	1	0	11	100	8	99	0.4	100	-22	-3
Cc1cc(C)c(S(=O)(=O)O)c(C)n1	20	0	-6	34	102	15	101	-0.1	104	-6	25
O=C(O)c1ccc(/C=N/Nc2nc3ccccc3[nH]2)cc1	0	x	x	14	103	x	u	x	97	9	-26
O=C(CSc1nc2ccccc2s1)NC(=O)NCc1ccco1	54*	2	-2	21	97	10	96	0.3	97	-14	-25
c1coc(CNC2CCCCCCC2)c1	30	5	0	84*	69	11	141	0.2	91	8	22
O=C(Cn1ccc([N+](=O)[O-])n1)Nc1ccccn1	12	0	-3	6	99	12	97	-0.6	99	-16	5
COc1ccc(OCCC(=O)OCC(=O)Nc2ccc(Br)cc2)cc1	13	4	0	6	99	16	102	0.1	97	x	11
CCOc1ccc(NC(=O)c2ccc(CC)s2)c([N+](=O)[O-])c1	2	11	-1	10	104	20	u	0.5	106	11	-17
O=C(O)c1ccc(NCCC2=CCCCC2)c([N+](=O)[O-])c1	10	6	-2	11	98	16	99	0.3	98	-27	-12
O=C(N/N=C/c1cc([N+](=O)[O-])ccc1O)c1cccc2cc[nH]c12	-52	x	x	5	97	x	u	x	93	-5	-74
CN(C)c1cccc(-c2nnc(SCCCC#N)o2)c1	x	8	-2	10	103	42	99	1.3	99	x	-23
COc1ccc(NC(=O)c2ccccc2N(Cc2ccccc2)S(C)(=O)=O)cc1OC	-11	1	-3	20	100	11	97	1.0	100	x	-14
COc1ccc(OC)c(N2Cc3ccccc3C2)c1	24	1	-3	x	x	19	x	0.1	x	x	-15
Cc1cccc(N(CC(=O)NC2CCCC2)C(=O)c2c(C)noc2C)c1	7	2	-4	38	95	18	93	0.7	94	10	-5
COc1ccc(-c2cn[nH]c2N)cc1OC	24	35	-5	9	99	37	100	1.6	99	x	1
Cc1cc(C)n(CC(=O)N/N=C/c2ccco2)n1	1	1	-6	32	97	21	94	0.2	96	12	-20
N#CC(C#N)=C(Nc1ccccc1)c1ccccc1	8	5	-1	20	97	10	98	0.6	99	x	-2
COC(=O)C1=C(C)N(C)C(C)=C(C(=O)OC)C1c1ccc(C(=O)OC)cc1	10	3	-1	9	99	15	98	1.9	101	1	-5
Cc1ccccc1C(=O)NN1CCOCC1	-5	1	-6	3	102	8	101	0.5	99	x	-10
NNC(=O)c1ccc(COc2ccc3c(c2)CCC3)o1	18	0	-3	24	103	16	102	0.1	101	x	-3
Cc1noc(NS(=O)(=O)c2ccc(NC(=O)CCC3CCCC3)cc2)c1C	14	3	-1	11	104	13	99	0.0	103	x	-20
Cc1ccc2nc(-c3ccc(NC(=O)CSc4ccccc4)cc3)[nH]c2c1	26	1	0	12	100	10	102	0.1	102	x	33
CCOc1ccc(-n2nc3c(=O)n(CCN4CCCCC4)nc(C)c3c2C)cc1	5	1	-1	6	103	9	102	0.3	101	17	-10
O=C(C1=NN(c2ccccc2)C2C(=O)N(c3ccc(Cl)cc3)C(=O)C12)c1ccccc1 (stereo not given)	-25	-1	-4	13	94	18	90	-0.1	95	x	-9
O=C(Cn1c(SCC(=O)N2CCCc3ccccc32)nc2ccccc21)N1CCCC1	-9	41	0	22	100	29	97	1.4	99	x	5
CCOC(CNC(=O)c1ccc2nc(N3CCC(C)CC3)sc2c1)OCC	14	8	-3	34	100	18	101	2.2	101	x	-12
Cc1cccc(N2C(=O)SC(N(CC(=O)O)c3cccc(C)c3)C2=O)c1 (stereo not given)	-2	-1	0	8	101	19	103	-0.9	102	x	-18

Following part
SMILES	Mcl1-Noxa inh	ABCG2 inh	Mcl-1 Bim block	Avidin fluor	RGS8-Gao reg	GSH bead fluor	RGS7-Gao reg	ABCB1 block	RGS4-Gao reg	Pf gametocyte	Mcl1-Bid inh
O=C(Cc1cccs1)Nc1ccccc1NC(=O)Cc1cccs1	-17	5	-3	27	103	24	100	1.2	101	x	-1
O=C(NC1CCC(c2ccccc2)CC1)c1cccnc1 (stereo not given)	-16	1	-1	7	111	19	114	0.2	102	0	-36
C/C(=N/NC(=O)CNC(=O)Cc1ccc(Cl)cc1)c1ccco1	21	x	x	3	100	x	u	x	95	-5	-16
CCCN(CC(=O)Nc1cc(Cl)ccc1Cl)C(=O)/C=C/c1ccco1	25	0	12	14	89	13	96	0.1	96	4	-15
COc1cc(C(=O)NCCC(=O)N2CCN(C)CC2)cc(OC)c1OC	18	4	-5	12	105	15	105	0.8	104	19	-21
CC(=O)c1cccc(NC(=S)NC(=O)c2ccc(Br)cc2)c1	8	-3	-4	14	100	6	102	-0.5	98	1	-33
O=C(O)C1CCN(C(=O)c2ccc(Cl)cc2)CC1	21	0	-1	30	91	19	87	0.1	87	5	-9
CC(=O)OCn1nnc2ccccc2c1=O	-3	2	-1	3	84	10	88	-0.4	89	x	-9
FC(F)(F)c1cc(-c2ccco2)nc(-n2cnc3ccccc32)n1	-6	4	-2	14	99	22	107	1.0	102	8	11
Cc1ccc(N(CC(=O)NCc2ccco2)C(=O)CCC(=O)Nc2ccccn2)cc1C	17	2	-3	8	98	254*	99	0.6	100	-16	-35

Entries above that contain a tert-butyl group, in the order listed:
SMILES	Mcl1-Noxa inh	ABCG2 inh	Mcl-1 Bim block	Avidin fluor	RGS8-Gao reg	GSH bead fluor	RGS7-Gao reg	ABCB1 block	RGS4-Gao reg	Pf gametocyte	Mcl1-Bid inh
CC(C)(C)c1[nH]nc2c1C(c1ccco1)C(C#N)=C(N)O2 (stereo not given)	6	3	-2	11	102	19	107	-0.1	100	x	-10
Cc1ccc(C)c(Cn2cnc3c(cnn3C(C)(C)C)c2=O)c1	-10	1	-1	29	100	24	99	0.6	101	x	-10
CN(C)c1ccc(C(C(=O)NC(C)(C)C)N(C(=O)c2csnn2)C2CC2)cc1 (stereo not given)	16	1	-2	20	105	9	106	0.8	106	-39	-67

An unsorted share of the library (roughly 3.3% active in at least one column).
